aDG glyco up – increases alpha dystroglycan glycosylation; AID 624168; activation, % at 10 µM; 360,000 tested, 0.22% active; Pro5-aDG cells, alpha-DG glycosylation AlphaScreen (IIH6); 0% Pro5, 100% B10-LARGE cell signal;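 active = activation of at least 8% versus controls, or a plate z-score of at least 8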;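 also: Pro5 are CHO cells carrying HIG-tagged alpha-DG that lacks glycosylation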
iPSC survival up – increases survival of single human iPS cells. hiPSC single-cell survival, ATPlite luminescence; 100% = ROCK inhibitor wells, 0% = DMSO. survival enhancement, % at 20 µM. 360,000 tested, 0.044% active; in the data active = survival enhancement above about 18%;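 also: cells exposed to compounds for 16 hours before the ATP read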
HIF-2a block – blocks HIF-2a reporter activity | 360,000 tested, 0.72% active | 786-0 RCC cells HIF-2a reporter, luciferase luminescence, overnight | inhibition, % at 18.8 µM;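 active = inhibition of the luminescence signal of 40% or more relative to plate controls, in a single-dose primary screen at 18.75 µM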
Vif inh – HIV Vif inhibition. HEK293T cells, Vif self-association by quenched fluorescence, imaging, 24 h. inhibition, % at 7.49 µM. 340,000 tested, 0.35% active. AID 602346; in the data active = inhibition above about 50%, passing the limit was not always enough; inconclusive = no clear call, values can overlap the other calls; inactive = below about 31%; also: some results filed as inactive read as strong as hits
Granule exo inh – lytic granule exocytosis inhibition. TALL-104 LAMP-1 surface exposure, flow cytometry; cells stimulated with thapsigargin and PMA. inhibition, % at 10 µM. 360,000 tested, 0.66% active. AID 651702;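 active = inhibition above about 55%, limit read from the data; inconclusive = no clear call, values can overlap the other calls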
NR2E3 ag-1 – NR2E3 (human) agonism. Q9Y5X4. GST-NR2E3/biotin-RetCOR TR-FRET, 1536-well. inhibition of corepressor binding, % at 4.78 µM. 320,000 tested, 0.12% active. AID 2300;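 active = percent inhibition above the cutoff of mean plus 3 SD of all tested compounds, set per screening campaign, cut at about 20% in these data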;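 also: 0% = DMSO wells and 100% = biotin wells as full block of FRET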
Target sequence (Q9Y5X4 whole entry, looked up): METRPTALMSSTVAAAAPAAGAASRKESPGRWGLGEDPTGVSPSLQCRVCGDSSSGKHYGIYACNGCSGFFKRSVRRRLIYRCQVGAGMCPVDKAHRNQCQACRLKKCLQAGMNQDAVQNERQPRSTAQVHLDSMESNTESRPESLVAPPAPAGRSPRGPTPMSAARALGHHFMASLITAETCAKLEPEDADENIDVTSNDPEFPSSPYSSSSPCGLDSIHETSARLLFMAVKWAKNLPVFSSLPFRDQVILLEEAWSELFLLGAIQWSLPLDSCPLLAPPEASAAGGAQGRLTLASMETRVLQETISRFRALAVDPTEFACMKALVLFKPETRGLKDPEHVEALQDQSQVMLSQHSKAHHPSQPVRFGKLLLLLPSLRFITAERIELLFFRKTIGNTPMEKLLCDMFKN
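System: GST-tagged NR2E3 plus biotinylated RetCOR corepressor; Amount: 1.35 nM GST-tagged NR2E3 final; Dosing: single nominal compound dose of 4.8 µM; Schedule: 5 h incubation at 4 °C; Technique: TR-FRET with europium anti-GST and streptavidin-D2, 340 nm excitation; Controls: biotin wells as high control, 0.6% DMSO wells as low control.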
Peg3 prom inh – Peg3 promoter activity inhibition | HeLa PEG-Prom luciferase reporter, luminescence, overnight | inhibition, % at 20 µM | 360,000 tested, 1.7% active;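 active = inhibition of at least 50% at 20 µM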
NR2E3 ag-2 – human photoreceptor-specific nuclear receptor agonism | Q9Y5X4 | CHO-S Gal4-NCOR/VP16-NR2E3 two-hybrid, luciferase | inhibition of corepressor binding, % at 3.98 µM | 360,000 tested, 0.35% active | AID 602229;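 active = inhibition above the mean of all tested compounds plus 3 SD, cut at about 70% in these data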;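 also: 0% = DMSO with NR2E3 transfected cells and 100% = cells lacking NR2E3 construct; higher means lower luciferase signal from less NR2E3 corepressor binding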
PDI inh – blocks human protein disulfide isomerase activity; inhibition, % at 10 µM; P07237; AID 588391; PDI insulin aggregation turbidity, A650, 90 min; 350,000 tested, 0.052% active;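 active = mean inhibition across replicates of 30% or more, whatever share of single replicates reach that level; inconclusive = mean inhibition below 30% while every single replicate reaches 30%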;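 also: absorbance from insulin aggregation driven by PDI reduction with DTT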
Target sequence (P07237 whole entry, looked up): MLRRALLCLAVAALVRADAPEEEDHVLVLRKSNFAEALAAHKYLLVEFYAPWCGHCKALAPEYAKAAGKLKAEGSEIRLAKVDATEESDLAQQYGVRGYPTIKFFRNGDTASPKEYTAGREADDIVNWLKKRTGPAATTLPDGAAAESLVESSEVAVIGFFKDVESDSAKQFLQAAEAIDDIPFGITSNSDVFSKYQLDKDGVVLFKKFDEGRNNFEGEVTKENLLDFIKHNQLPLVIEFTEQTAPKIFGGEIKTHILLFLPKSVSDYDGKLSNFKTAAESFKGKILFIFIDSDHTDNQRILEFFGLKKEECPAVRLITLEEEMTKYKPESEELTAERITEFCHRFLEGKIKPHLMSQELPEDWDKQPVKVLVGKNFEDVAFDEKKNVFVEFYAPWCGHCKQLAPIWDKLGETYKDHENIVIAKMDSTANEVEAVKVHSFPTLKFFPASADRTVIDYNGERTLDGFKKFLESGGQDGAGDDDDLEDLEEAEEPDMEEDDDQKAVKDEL
CaV13 FRET inh – Primary screen for inhibitors of IQ motif and Ca2+-dependent inactivation inhibitor domain binding in CACNA1D, Förster resonance energy transfer in living cells, …; inhibition, % at 12.3 µM; 340,000 tested, 0.098% active; HEK cells, CFP/YFP FRET ICDI-IQ, plate reader, 10 min; percent FRET-ratio fall versus neutral wells; AID 743397;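 active = mean replicate inhibition of at least 30% and at least 1% of replicates passing that level; inconclusive = only one of the two criteria is met; inactive = neither criterion is met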;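 also: 0% = median of the neutral control wells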
MITF TRPM1 inh – reduces MITF-dependent TRPM1 promoter luciferase signal; SK-MEL-5 TRPM1 promoter luciferase, 24 h; inhibition, % at 12.5 µM; 330,000 tested, 0.83% active; AID 488899;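 active = mean inhibition across replicates of 60% or more, whatever share of single replicates reaches that level; inconclusive = some that reach 60%, reason not given; inactive = mean inhibition across replicates below 60%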; also: values of inactives mirror those of a sister screen read the other way
The depositor's hits bear a star; ? = inconclusive; nt = not tested or not shown; & = joins results of further samples.

Compound,NR2E3 ag-1,PDI inh,Peg3 prom inh,iPSC survival up,MITF TRPM1 inh,Granule exo inh,HIF-2a block,aDG glyco up,NR2E3 ag-2,Vif inh,CaV13 FRET inh
Cc1nn(C)c(NC(=O)c2ccccc2Cl)c1Br,-4,-3,11,0.0,5,-3,11,0.0,-23,8,-19
Cc1ccc2nc(C)cc(N/N=C/c3ccccc3O)c2c1,-1,1,-18,0.2,-10,19,-57,-0.1,8,-1,-3
CC(=O)Nc1c(O)[nH]c2ccccc12,6,-2,6,0.3,6,-1,4,-0.2,-26,nt,nt
Cn1nc(-c2ccccc2)cc1NS(=O)(=O)c1ccccc1,-2,24,13,-0.5,-28,-5,12,-0.1,-17,-2,-5
O=C(N/N=C/c1coc2ccccc2c1=O)c1cn(-c2ccccc2)nc1-c1ccccc1,0,-11,25,0.5,10,-3,2,-0.1,21,-2,1
Cc1[nH][nH]c(=O)c1/C=N/N1CCOCC1,3,-6,2,4.6,9,22,22,0.6,-3,-10,-4
CC(=O)Nc1ccc(/C=N/NC(=O)c2cc3ccccc3nc2C)cc1,0,-7,21,0.7,3,-1,-2,-0.2,7,-3,-5
CCCCCC(O)c1cccc(OCc2ccc3ccccc3n2)c1 (configuration not stated),1,-1,-19,1.5,20,1,-52,0.6,18,-12&-7,-5
OCCN(Cc1ccccc1)CC1CC=CCC1 (configuration not stated),-1,4,15,0.3,-9,-1,19,0.1,-6,16,nt
O=S(=O)(c1ccc(Br)cc1)c1nc(-c2ccco2)oc1NCCCn1ccnc1,nt,-2,17,-0.4,-5,16,15,0.1,-16,nt,-2
COc1ccc(-n2nnnc2C(CCc2ccccc2)N2CCN(C/C=C/c3ccccc3)CC2)cc1 (configuration not stated),nt,nt,16,-0.2,nt,23,-18,-0.4,7,0,-4
CCCN(CC(=O)Nc1ccccc1C)C(=O)c1nn(CC)c(=O)c2ccccc12,6,-12,0,0.7,-1,-4,16,0.2,13,-3,-2
CCCn1c(SCc2ccccn2)nc2c1c(=O)n(C)c(=O)n2C,3,-1,10,-0.6,1,-2,-4,0.0,-4,-1,-8
CCN(CC)S(=O)(=O)c1cccc(C(=O)N[C@H](C(=O)OCC(=O)Nc2ccccc2)C(C)C)c1,1,9,-37,0.1,0,7,-57,0.0,-7,nt,-4
COc1cc(C=O)ccc1OCc1ccncc1,0,0,14,0.2,7,6,13,0.2,3,-12,-5
CCOc1ccc(N2CC(C(=O)Nc3ccc4c(c3)OCO4)CC2=O)cc1 (configuration not stated),-1,2,-3,0.1,-16,0,12,0.3,-4,3,-6
Cc1ccc(S(=O)(=O)NC(N)=NCCc2ccc(Cl)cc2)cc1C,-4,14,15,1.5,0,-4,21,-0.4,-16,-1,-5
Brc1ccc2ncnc(Nc3ccc(N4CCOCC4)cc3)c2c1,-2,2,3,-1.6,11,-2,5,0.3,-35,-6,nt
CN(C)c1ccc(/C=N/NC(=O)C[n+]2ccccc2)cc1,-4,4,0,-0.2,-10,-1,17,-0.1,-23,1,4
COc1cc(C(c2c(O)nc(SC)[nH]c2=O)c2c(O)nc(SC)[nH]c2=O)cc(OC)c1OC,2,12,12,-0.2,-2,1,9,0.0,-12,1,6
O=C1C2C3c4ccccc4C(c4ccccc43)C2c2nc3ccccc3n21 (configuration not stated),0,-3,1,-1.5,12,-2,18,0.1,-9,-18,-5
Cc1cc(C)cc(N(C(=O)c2snc(C(N)=O)c2N)C(C(=O)NCC2CCCO2)c2ccc(C)o2)c1 (configuration not stated),0,1,11,0.1,15,10,12,0.0,-3,-9,-7
COc1ccc(S(=O)(=O)NC(=O)C2(C)CCN2C(=O)Cc2ccccc2)cc1OC (configuration not stated),nt,6,-1,-1.1,nt,5,15,0.0,1,23,-11
CCNC(=S)Nc1ccc(N2CCCCC2)cc1,-1,4,-80,0.5,-8,1,-123,-0.2,-51,-13,-6
COc1ccc(NC(=S)N(CCC(C)C)C(C)c2ccncc2)cc1 (configuration not stated),3,-2,17,-0.5,-2,-2,9,-0.1,21,-6,-1
N#Cc1ccc(OCCN2C(=O)NC3(CCSC3)C2=O)cc1 (configuration not stated),0,10,11,1.4,-2,1,15,0.0,5,1,-8
O=C(Cn1c(=O)oc2cc(S(=O)(=O)N3CCCC3)ccc21)NC1CCCCC1,4,-10,3,-0.2,19,-4,18,0.1,-25,1,-8
CCOC(=O)c1cccc(C2=CC(=O)CC(C)(C)C2)c1,3,-2,-9,0.9,-15,-4,-73,-0.3,-6,-3,-6
CN1CC[C@]23c4ccccc4N[C@H]1[C@]21CCN(C)[C@H]3Nc2ccccc21,-2,1,-4,-1.0,-13,2,-16,0.0,1,1,-5
CCOC(=O)C1(C)NC(c2ccccc2F)C2C(=O)N(CC)C(=O)C21 (configuration not stated),0,0,4,0.5,10,3,13,-0.1,0,9,-7
COc1ccc(S(=O)(=O)N2CCC(C(=O)N3CCc4ccccc4C3)CC2)cc1Cl,-3,3,16,-1.0,9,-2,11,0.3,-1,6,-9
CC1CCN(C(=O)CN2C(=O)c3ccccc3S2(=O)=O)CC1,1,1,-80,-0.4,7,0,-64,0.0,-11,3,-4
COc1ccc(/C=C/C(=O)c2ccccc2)cc1COc1ccccc1F,2,3,27,-1.9,-19,22,-26,0.3,-13,-1,-7
COc1ccc(CCNC(=O)C(=O)NCC2OCCN2S(=O)(=O)c2ccccc2)cc1OC (configuration not stated),0,nt,2,-2.6,nt,-2,3,-0.1,-27,5,-4
COc1ccccc1-n1cnc2cc(NS(=O)(=O)c3ccc(Br)cc3)ccc21,2,-2,18,0.8,5,-5,8,0.2,30,-6,-5
COc1ccc(OC)c(CN2CCN(C(=O)CNC(=O)c3ccc(C(C)(C)C)cc3)CC2)c1,3,20,-14,-0.4,-17,0,-27,-0.1,-2,-1,-2
COc1ccccc1OCCC(=O)OCC(=O)NCc1ccc(F)cc1,nt,0,-13,-0.2,-3,5,3,0.0,-11,-3,-5
CCC(C)NC(=O)C1CCN(CCCc2ccccc2)CC1 (configuration not stated),-1,4,-5,-0.1,3,-1,2,-0.1,-25,-3,-6
COc1ccc(C(=O)N2CCN(C(=O)c3ccco3)CC2)cc1,2,7,3,-2.4,1,?,16,-0.3,-2,-1,-5
Cc1cccc(NC(=S)N2CCC(N(C)CC3CCCO3)CC2)c1C (configuration not stated),7,5,11,-1.0,-3,0,6,0.0,15,1,-9
O=C1C(C=NCc2ccncc2)=C(O)c2ccccc21,0,5,-34,-1.2,3,6,-14,-0.4,0,1,-5
Cc1ccc(S(=O)(=O)N2CCOCC2)cc1NC(=O)COC(=O)c1cncc(Br)c1,nt,0,-6,-0.4,2,0,-8,1.4,11,2,-16
O=C(O)C1Cc2ccccc2CN1C(=O)c1ccccc1Cl (configuration not stated),-3,2,8,5.4,-2,0,8,0.0,-3,4,-4
Cc1ccc(C(=O)CSc2nnc(N)s2)c(C)c1,1,-6,-293,0.3,-82,2,-211,-0.5,-84,-11,2
CCC1Oc2ccc(C)cc2N(CC(=O)NCC2CCCO2)C1=O (configuration not stated),-3,2,14,0.3,7,2,7,0.1,-16,10,-2
COc1cc(-c2noc(-c3ccco3)n2)cc(OC)c1OC,3,7,-92,-0.6,-35,0,-120,-0.1,-35,9,-8
COc1ccc(CC2(CO)CCN(Cc3cnn(-c4ccc(F)cc4)c3)CC2)cc1,6,5,0,-0.6,1,1,15,0.0,-6,0,1
COc1ccc2cc(C(=O)NCc3ccccc3)[nH]c2c1,nt,-8,-95,-0.3,-39,-18,-136,0.1,-22,1,-3
CC1CCCN(C(=O)CSc2nc3ncccc3[nH]2)C1 (configuration not stated),-2,-1,-42,-0.3,-10,-7,-29,-0.1,-4,-5,-1
O=C(CSc1cn(CCNC(=O)c2ccc3ccccc3c2)c2ccccc12)NCc1ccco1,3,nt,-31,-1.1,nt,35,-113,0.1,-61,-17,-3

Overlap with the part before: two entries, then new ones.
Compound,NR2E3 ag-1,PDI inh,Peg3 prom inh,iPSC survival up,MITF TRPM1 inh,Granule exo inh,HIF-2a block,aDG glyco up,NR2E3 ag-2,Vif inh,CaV13 FRET inh
CC1CCCN(C(=O)CSc2nc3ncccc3[nH]2)C1 (configuration not stated),-2,-1,-42,-0.3,-10,-7,-29,-0.1,-4,-5,-1
O=C(CSc1cn(CCNC(=O)c2ccc3ccccc3c2)c2ccccc12)NCc1ccco1,3,nt,-31,-1.1,nt,35,-113,0.1,-61,-17,-3
C[C@H](CO)N1C[C@H](C)[C@@H](CN(C)C(=O)CN2CCOCC2)Oc2ncc(-c3cncnc3)cc2C1=O,nt,4,-1,1.4,nt,0,10,-0.1,2,-9,-6
O=C(Cc1cccc(NC(=O)C2CCN(C(=O)C3CCC3)CC2)c1)Nc1cccc(C(=O)N2CCOCC2)c1,nt,5,2,0.5,2,-1,-1,0.2,-21,nt,-3
COCCNS(=O)(=O)c1ccc2c(c1)Cc1cc(S(=O)(=O)NCCOC)ccc1-2,-1,2,15,0.3,3,1,21,0.0,1,-1,-4
C=CCN1CCN(C(=O)CSc2ccccc2)CC1,0,14,-68,-0.2,-11,-9,-121,-0.1,-24,9,3
CC(C)NC(=O)CC(=O)N/N=C/c1ccccc1F,-1,5,-2,2.5,-6,-2,1,0.2,0,2,-4
CCC(C)NC(=O)CNC(=S)N(Cc1ccc(F)cc1)C1CCCCC1 (configuration not stated),1,-1,11,2.2,14,2,18,0.0,-32,1,-3
O=C(NCCCn1ccnc1)Nc1ccc(Cl)c(Cl)c1,5,-1,5,-2.4,-3,-1,-3,0.1,-15,-8,-6
c1ccc(-c2csc3ncnc(-n4cnc5ccccc54)c23)cc1,-1,4,19,-1.7,6,-2,18,0.7,-23,-7,nt
COC(=O)c1ccc(CSc2nc3ccccc3c(=O)n2-c2ccc(OC)c(OC)c2)o1,3,0,14,-3.2,3,3,-3,-0.2,-14,4,nt
COc1cccc(NC2=NCCCCC2)c1,-2,-3,5,-0.4,10,-11,11,-0.1,-21,5,-4
CCC(C)(C)n1nnnc1C(c1ccc2ncccc2c1)N1CCCC(C)C1 (configuration not stated),3,10,3,-1.5,1,-3,21,0.6,-46,10,-5
Cc1ccc(S(=O)(=O)N(C)CC(=O)Nc2ccc(C)cn2)cc1,1,-10,-70,0.0,-1,3,-66,-0.1,-55,-8,-5

Rows were taken by chance; about 3.5% have a hit in one of these screens.
